BCR signal inh = qHTS Assay to Find Inhibitors of Chronic Active B-Cell Receptor Signaling; actives 0.05% (n = 340,000); Potency, µM (highest dose often 46.1 µM), inactives show at the top dose ratio change, negative = lower green/red ratio, hits mostly inhibitors; ABC-DLBCL IkBa-CBG/CBR reporter, luminescence ratio, 4 h; active = well fitted inhibition curve with a large enough effect in the signal ratio, with a control signal flat, not every such curve was filed as active; inconclusive = small, poorly fitted or top-dose-only effect, or effect the other way, or a change in a side signal; the % refers to the signal ratio;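 also: potency is read from the fitted curve at half-maximal effect; plate controls were basal doxycycline-induced cells for no effect and cells given 10 µM MG132 for full effect; MG132 reads +100%, hits lower the ratio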
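TMD8 ABC-DLBCL cells carrying doxycycline-inducible green luciferase fused to IkappaBalpha plus unfused red luciferase were exposed to compounds (up to 46 uM) for 4 hrs at 37C. Activity came from the overlap-corrected green/red luminescence ratio.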
Menin-MLL TR inh = qHTS Assay for Inhibitors Targeting the Menin-MLL Interaction in MLL Related Leukemias: Competition With Texas Red Labeled MLL-derived Mutant Peptide. O00255. actives 0.23% (n = 270,000). Menin + Texas Red MLL mutant peptide, fluorescence polarization. AID 1768, 2009. Potency, µM (highest dose often 61.6 µM), inactives show at the top dose FP activity change, negative = inhibition, actives largely listed as inhibitors; active = well fitted inhibition curve with a large enough effect in the polarisation, with a control signal flat, not every such curve was filed as active; inconclusive = small, poorly fitted or top-dose-only effect, or effect the other way, or a change in a side signal; inactive = no such curve, though single readings can be large or run the other way; the % refers to the polarisation; also: potency is read from the fitted curve at half-maximal effect; % of control where 0% means no effect; many of its hits are not listed in these tables
GALK inhibitor = qHTS Assay for Inhibitors of Human Galactokinase (GALK); P51570; Purified GALK, Kinase-Glo residual ATP luminescence; Potency, µM (doses to about 57.5 µM), inactives show at the top dose activity change, negative = inhibition, usual class: inhibitors; actives 0.007% (n = 270,000); AID 1868, 2009; also: potency is read from the fitted curve at half-maximal effect; % is scaled to controls: 0 for no effect and ±100 for the full control effect
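Human GALK (5 nM) with 35 uM ATP and 100 uM galactose in 20 mM HEPES pH 8.0, 5 mM MgCl2, 60 mM NaCl, 1 mM DTT, 0.01% BSA. After 1 h at room temperature, leftover ATP was read by Kinase-Glo Plus luminescence.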
ASM inhibitor = Inhibitors of Secretory Acid Sphingomyelinase (S-ASM): qHTS; AID 504937, 2011; actives 0.006% (n = 340,000); Potency, µM (highest dose often 57.5 µM), for the others: top-dose activity change, negative = inhibition, usual class: inhibitors; Sphingomyelin phosphodiesterase (Homo sapiens), P17405; placental ASM, HMU-PC fluorogenic substrate, 60 min; also: potency is read from the fitted curve at half-maximal effect
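qHTS format. ASM enzyme prepared from human placenta hydrolyses the fluorogenic substrate HMU-PC0 (9 uM final) over 60 min at 37 °C after a 10 min compound preincubation.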
hERG WT inh = qHTS for Inhibitors of KCHN2 3.1: Wildtype qHTS. Voltage-gated inwardly rectifying potassium channel KCNH2 (Homo sapiens), Q12809. U2OS, BacMam KCNH2, thallium flux FluxOr; active compounds read low. activity change, % at 1.84 µM. actives 0.37% (n = 340,000). AID 720551, 2013;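 active = maximum activity change below -70%; inconclusive = maximum activity change between -70% and -50%; inactive = maximum activity change above -50%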; also: % is scaled to controls: 0 for no effect and ±100 for the full control effect
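U2OS cells transduced with wild-type KCNH2 virus are loaded with FluxOr dye for 45 min, and thallium flux is measured in kinetic reads before and after stimulation buffer. Rate constants are normalized to DMSO controls.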
PKM2 act = qHTS Assay for Activators of Human Muscle isoform 2 Pyruvate Kinase. actives 0.34% (n = 260,000). Potency, µM (series often up to 57.5 µM), for inactives: at the top dose activation, usual class: activators. purified PKM2, Kinase-Glo ATP luminescence, activation; response scale: 0% is enzyme alone, no compound. Pyruvate kinase PKM (Homo sapiens), P14618. AID 1631, 2009; also: potency is read from the fitted curve at half-maximal effect; % is scaled to controls: 0 for no effect and ±100 for the full control effect; nearly all actives have a fitted effect of over 55% in size
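ATP formation by purified human PK-M2, quantified via coupled luciferase luminescence after 1 h at room temperature with 0.1 mM ADP and 0.5 mM PEP final.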
TSHR antag = Antagonists of the Thyroid Stimulating Hormone Receptor: HTS campaign | Thyrotropin receptor (Homo sapiens), P16473 | TSHR-expressing cells, TSH-stimulated cAMP HTRF, 2 h; active compounds read low | activity change, negative = inhibition, % at 11.5 µM | actives 0.2% (n = 330,000) | AID 504810, 2011;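 active = activity change below a set negative limit, meaning inhibition stronger than a set level, cut at about -70% in these data; inconclusive = activity change between two set negative limits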; also: % is scaled to controls: 0 for no effect and ±100 for the full control effect
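Antagonism was scored as loss of TSH-driven cAMP in TSHR cells, stimulated with 4nM TSH (EC80) for 2 hours at 37 deg C and detected by homogeneous HTRF competition immunoassay.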
MBNL1 CUG block = qHTS Assay for Inhibitors of MBNL1-poly(CUG) RNA binding | actives 0.036% (n = 280,000) | Potency, µM (titrated, usually from 57.5 µM), inactives show at the top dose activity change, negative = inhibition, usual class: inhibitors | TR-FRET MBNL1-His/biotin-(CUG)12 binding, 665/545 ratio | Muscleblind-like protein 1 (Homo sapiens), Q9NR56; active = well fitted inhibition curve with a large enough effect in the signal ratio, with a control signal flat, not every such curve was filed as active; inconclusive = small, poorly fitted or top-dose-only effect, or effect the other way, or a change in a side signal; inactive = no such curve, though single readings can be large or run the other way; the % refers to the signal ratio; also: potency is read from the fitted curve at half-maximal effect; % is scaled to controls: 0 for no effect and ±100 for the full control effect
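Compounds (final 92 nM to 58 uM) are added to His-tagged MBNL1 and biotin-(CUG)12, then terbium anti-His antibody and streptavidin-XL665 (5 nM final). After 60 min at room temperature, the 665/545 nm ratio is read.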
Eya2 inh = qHTS Assay for Inhibitors of the Phosphatase Activity of Eya2. Protein phosphatase EYA2 (Homo sapiens), O00167. Potency, µM (top dose mostly 76.9 µM), for inactives: at the highest dose activity, negative = inhibition, actives largely listed as inhibitors. actives 0.006% (n = 330,000). recombinant Eya2, OMFP fluorescence dephosphorylation (OMFP is methylfluorescein phosphate); also: potency is read from the fitted curve at half-maximal effect; % is scaled to controls: 0 for no effect and ±100 for the full control effect
Target sequence (O00167 whole entry, looked up): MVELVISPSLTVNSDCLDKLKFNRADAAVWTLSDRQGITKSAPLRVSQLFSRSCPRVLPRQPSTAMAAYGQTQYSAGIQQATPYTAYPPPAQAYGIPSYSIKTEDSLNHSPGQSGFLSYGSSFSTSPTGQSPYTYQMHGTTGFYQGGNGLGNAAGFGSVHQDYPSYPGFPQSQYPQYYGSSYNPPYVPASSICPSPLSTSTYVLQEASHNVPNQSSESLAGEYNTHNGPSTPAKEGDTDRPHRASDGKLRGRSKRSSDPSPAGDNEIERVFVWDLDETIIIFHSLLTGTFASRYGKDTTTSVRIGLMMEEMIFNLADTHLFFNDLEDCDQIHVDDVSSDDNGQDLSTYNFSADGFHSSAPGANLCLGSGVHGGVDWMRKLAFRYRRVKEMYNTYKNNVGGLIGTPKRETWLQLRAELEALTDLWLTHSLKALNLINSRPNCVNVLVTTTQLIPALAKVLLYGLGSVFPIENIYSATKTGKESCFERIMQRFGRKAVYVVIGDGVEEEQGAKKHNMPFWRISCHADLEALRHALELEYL
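Eya2 protein (added as 0.2 uM solution) was preincubated with compound for 10 min at ambient temperature in 50 mM HEPES pH 7.5, 50 mM NaCl, 5 uM MgCl2, 0.05% BSA, 1 mM DTT. OMFP (added at 50 uM) then reacted 10 min; fluorescence read at 485/525 nm.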
Mito fusion act = qHTS Assay for Small Molecule Inhibitors of Mitochondrial Division or Activators of Mitochondrial Fusion; actives 0.23% (n = 320,000); S. cerevisiae fusion-defective mutant growth rescue, CellTiterGlo 48 h; Potency, µM (top dose mostly 46.1 µM), for the others: top-dose growth rescue (activation), hits mostly activators;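 also: potency is read from the fitted curve at half-maximal effect; % of control where 0% means no effect; nearly all actives have a fitted effect of over 45% in size; temperature-sensitive fusion mutants such as fzo1-1 at 37 °C on non-fermentable ethanol glycerol medium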
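Growth-rescue viability read-out: after 48 h at the non-permissive 37C in glycerol/ethanol YPEG, yeast mitochondrial fusion mutants are measured by CellTiterGlo luminescence; compounds (23 nl pinned per well) restoring growth score as division inhibitors or fusion activators.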
USP2a inh = qHTS Assay for Inhibitors of Ubiquitin-specific Protease USP2a Using CHOP2 as the Reporter. Ubiquitin carboxyl-terminal hydrolase 2 (Homo sapiens), O75604. USP2 core, Ub-CHOP2 coupled fluorogenic reporter, 485/531. Potency, µM (top dose mostly 38.3 µM), for inactives: top-dose activity change, negative = inhibition, usual class: inhibitors. actives 0.01% (n = 330,000). AID 463254, 2010;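 also: potency is read from the fitted curve at half-maximal effect; plate controls were DMSO wells for no effect and full inhibition by NEM control for full effect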
Target sequence (O75604 whole entry, looked up): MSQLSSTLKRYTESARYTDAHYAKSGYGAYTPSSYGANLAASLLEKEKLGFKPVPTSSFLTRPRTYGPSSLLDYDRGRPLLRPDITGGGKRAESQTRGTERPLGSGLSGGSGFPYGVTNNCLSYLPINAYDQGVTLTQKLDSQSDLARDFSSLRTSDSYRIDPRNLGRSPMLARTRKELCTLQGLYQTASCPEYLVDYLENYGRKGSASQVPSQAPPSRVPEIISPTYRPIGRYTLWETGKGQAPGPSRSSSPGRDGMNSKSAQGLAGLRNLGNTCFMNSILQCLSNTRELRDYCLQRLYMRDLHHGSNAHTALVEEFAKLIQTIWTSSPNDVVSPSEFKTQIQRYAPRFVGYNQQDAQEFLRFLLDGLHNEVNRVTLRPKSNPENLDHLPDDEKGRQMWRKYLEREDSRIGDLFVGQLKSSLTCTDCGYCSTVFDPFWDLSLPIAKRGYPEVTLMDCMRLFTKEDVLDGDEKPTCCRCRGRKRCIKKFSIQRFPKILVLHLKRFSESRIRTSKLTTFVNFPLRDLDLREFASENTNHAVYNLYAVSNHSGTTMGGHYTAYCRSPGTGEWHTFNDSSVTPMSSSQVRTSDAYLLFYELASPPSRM
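Cell-free coupled assay: 10nM USP2 core preincubated 30min RT with compound in Tris-HCl pH 8.0/CaCl2/CHAPS buffer, then 25nM Ub-CHOP2 and 25nM reporter substrate; fluorescence (Ex 485/Em 531) read after 60min RT, normalized to NEM inhibition, concentration-response curves fitted.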
Active calls of the source: *; ? = inconclusive; / = not tested or not shown; & = joins results of further samples; [ ] = remark or other dose. Unless noted, calls follow the shape of the dose curve; as a rule, active = well fitted curve in the direction sought with a large enough effect; inconclusive = small, poorly fitted or top-dose-only effect, or another doubt; inactive = no such curve, though single readings can be large; an effect the other way counts as inactive or inconclusive. An excerpt. The share of hits here may be higher or lower than overall.

SMILES	BCR signal inh	Menin-MLL TR inh	GALK inhibitor	ASM inhibitor	hERG WT inh	PKM2 act	TSHR antag	MBNL1 CUG block	Eya2 inh	Mito fusion act	USP2a inh
O=C(COc1ccccc1)Nc1ccc2c(c1)C(=O)N(CC1CCCO1)C2=O (configuration not stated)	?	15%	-2%	3%	-3	-6%	-8	7%	-3%	-1%	1%
O=C(C1Cc2ccccc2CN1S(=O)(=O)c1ccc(F)cc1)N1CCOCC1 (configuration not stated)	11%	3%	0%	4%	-2	8%	-1	1%	-18%	-1%	4%
Cc1cc(C)c2cc(C#N)c(NCCCNC(=O)CCC(=O)O)nc2c1	-2%	-17%	3%	/	-6	-1%	-1	-4%	11%	5%	-21%
COc1ccc2[nH]cc(CC(=O)O)c2c1	5%	15%	/	1%	20	-2%	2	-6%	6%	-2%	3%
COc1ccc2[nH]c(=O)c(CN(CC3CCCO3)C(=O)Nc3ccccc3OC)cc2c1 (configuration not stated)	-4%	-1%	6%	12%	-8	-1%	12	4%	13%	3%	-1%
CCN1c2ccccc2NC2C1C(C(C)=O)C(=O)N2c1ccc(Cl)cc1 (configuration not stated)	?	-22%	2%	11%	-4	11%	-6	?	22%	-6%	-6%
CCOC(=O)C1CCN(C(=O)C2COc3ccccc3O2)CC1 (configuration not stated)	-5%	8%	1%	0%	-3	0%	4	-8%	-4%	0%	2%
O=C1c2ccccc2CCC12N=NCC2c1ccccc1 (configuration not stated)	11%	-9%	2%	0%	0	-1%	8	-9%	6%	4%	2%
CCOC(=O)Cn1nc(C)n(-c2ccc(C(C)C)cc2)c1=O	-9%	-3%	-4%	-2%	-2	-1%	11	-13%	-3%	1%	-1%
O=c1cc(CN2CCC(Cc3ccccc3)CC2)nc2sccn12	0%	-1%	-2%	1%	37	2%	-5	0%	-1%	7%	2%
Cc1coc2c(C)c3oc(=O)c4c(c3cc12)CCCC4	-4%	-3%	0%	7%	-12	16%	-7	-4%	-6%	9%	-3%
O=c1c2ccccc2nnn1CSc1nnc(-c2ccco2)o1	0%	-2%	0%	-1%	-3	-5%	6	17%	2%	11%	2%
C/C(=N\NC(=O)COc1ccccc1-c1ccccc1)c1cccnc1	?	1%	-1%	-1%	6	0%	-6	-3%	-12%	23%	4%
O=[N+]([O-])c1ccc(-c2csc(N3CCc4ccccc4C3)n2)cc1	0%	0%	2%	-10%	2	-3%	-3	/	-7%	-11%	3%
C[C@H](Cc1ccccc1)Nc1ncnc2c1ncn2[C@@H]1O[C@H](CO)[C@@H](O)[C@H]1O	?	/	/	1%	-12	/	-12&0	/	2%&7%	-7%&4%	2%
O=C(Cc1ccccc1)N/N=C/c1ccc([N+](=O)[O-])s1	4%	?	0%	-5%	10	-2%	28	?	-3%	-18%	4%
O=C(Cc1cc(=O)[nH][nH]1)N/N=C/C(Cl)=C/c1ccccc1	4%&-2%	30%&25%	0%&-1%	-5%&-3%	-12&-4	6%&1%	-14&9	?	-6%&2%	2%&-2%	0%&-1%
COCCN(C(=O)COC(=O)C1CC1C)c1c(N)n(Cc2ccccc2)c(=O)[nH]c1=O (configuration not stated)	4%	/	/	2%	8	/	7	/	-7%	-7%	-1%
NC(=O)c1ccsc1NC(=O)COC(=O)c1ccc(Cl)c(N)c1	?	/	/	-2%	-9	/	-5	/	-27%	-1%	0%
CC(C)(C)c1cc(CCC(=O)NNC(=O)c2ccncc2)cc(C(C)(C)C)c1O	-3%	/	/	-5%	2	/	-6	/	13%	0%	3%
CCOc1ncccc1C(=O)NCCN1C(=O)S/C(=C/c2cccs2)C1=O	-3%	-18%	0%	-12%	9	16µM*	-11	?	5%	-2%	-5%
O=C(NCc1ccccc1Cl)c1cc2ccccc2oc1=O	5%	11%	-5%	-4%	-5	-7%	12	2%	8%	-1%	0%
O=C1CN(S(=O)(=O)c2ccc(F)cc2)CCN1	2%	/	/	0%	2	/	15	/	-10%	/	-1%
CCCc1nc(SCC(=O)Nc2nccs2)c2ccccc2n1	?	?	-1%	-2%	5	4%	-7	18%	0%	5%	-1%
Cc1cccc(N2CCN(C(=O)C3CCC(=O)N(Cc4ccccc4F)C3)CC2)c1C (configuration not stated)	1%	-24%	-6%	-4%	-1	-8%	35	-2%	-1%	-8%	4%

(cont.)
SMILES	BCR signal inh	Menin-MLL TR inh	GALK inhibitor	ASM inhibitor	hERG WT inh	PKM2 act	TSHR antag	MBNL1 CUG block	Eya2 inh	Mito fusion act	USP2a inh
COc1ccc(C(CNC(=O)CN(C)S(=O)(=O)c2ccc(C)cc2)N2CCCC2)cc1 (configuration not stated)	?	/	/	0%	11	/	13	/	-16%	/	-2%
CC1=C(C(=O)NCc2ccccc2)C(c2cc(Br)cc(Br)c2OC(C)C)NC(=O)N1 (configuration not stated)	-11%	-14%	2%	-3%	0	3%	-6	?	-21%	-6%	-2%
COc1ccc(C2=NN(C(=O)C(O)c3ccccc3)C(O)(C(F)(F)F)C2)cc1 (configuration not stated)	-11%	-19%	-1%	0%	6	/	-6	-3%	-5%	19%	2%
Cc1cc(C)cc(NC(=O)CSCc2cnn(-c3ccccc3)c2-n2cccc2)c1	?	/	-3%	-5%	1	-14%	6	13%	-25%	4%	-4%
COc1ccc(-c2cc3ccc(OC)cc3cn2)cc1	?	/	/	27%	/	/	-19	/	8%	1%	3%
CC(=O)N1CCc2cc(S(=O)(=O)C(C)CC(=O)Nc3ccc(OC(F)(F)F)cc3)ccc21 (configuration not stated)	7%	-4%	-1%	-3%	2	/	-19	5%	8%	6%	-1%
CCN1CCN(c2nc(-c3ccc(F)cc3)cc(=O)[nH]2)CC1	-1%	-1%	0%	0%	-2	-3%	5	1%	-2%	2%	2%
COCc1ccc2oc(C(=O)O)cc2c1	0%	-9%	0%	6%	2	-2%	-5	-9%	3%	1%	1%
CCCCn1c(-c2ccc(OC(F)F)cc2)nc2c1c(=O)[nH]c(=O)n2CC(C)C	0%	-14%	-1%	15%	2	-1%	-35	-4%	12%	-1%	3%
O=C(C1=C(O)C(=O)N(CCN2CCOCC2)C1c1ccncc1)c1ccco1 (configuration not stated)	3%	-7%	0%	-1%	-7	-1%	17	11%	-35%	2%	1%
Cc1ccn2c(C(=O)N/N=C\c3ccc4c(c3)OCO4)c(C)nc2c1	?	-7%	-1%	1%	-4	-2%	4	?	2%	-2%	12%
COc1cc(S(=O)(=O)Nc2ccccc2C(=O)N2CCCC2)ccc1NC(C)=O	1%	/	/	-2%	-16	/	7	/	19%	0%	0%
CC(=O)Oc1cccc(N2C(=O)c3cccc4c([N+](=O)[O-])ccc(c34)C2=O)c1	?	26%	-2%	0%	-1	3%	?	?	9%	-9%	3%
COCCN(C(=O)Cc1cccs1)C(C(=O)NCc1ccc(OC)cc1)c1ccc(C)cc1 (configuration not stated)	?	-27%	1%	-1%	15	3%	45	?	-25%	27%	0%
CC(C)(C)c1ccc(OCCC(=O)Nc2cccc(S(=O)(=O)N3CCOCC3)c2)cc1	-2%	64%[activator]	3%	-16%	2	-4%	4	2%	-18%	3%	-1%
Cc1ccc(NS(=O)(=O)c2cccc3nsnc23)cc1[N+](=O)[O-]	2%	?	1%	-5%	1	/	6	?	11%	21%	1%
C/C(=N\NC(=O)c1ccc(OC2OCCOC2Oc2ccc(C(=O)N/N=C(\C)c3ccncc3)cc2)cc1)c1ccncc1 (configuration not stated)	?	/	6%	1%	4	-5%	-6	/	2%	6%	1%
Cc1nnsc1Sc1ccccc1C(=O)O	7%	-2%	0%	-3%	-5	-5%	-6	0%	13%	?	1%

From PubChem BioAssay
